S100A4 inh HTS = inhibitors of human S100A4 binding to myosin IIA peptide | S100A4/TAMRA-MyoIIA peptide fluorescence polarization | inhibition, % at 10.7 µM | 360,000 compounds, 0.14% hits | AID 652163;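 active means mean inhibition of at least 70% across replicates, with every replicate also reaching that level; inconclusive means mean inhibition reaches 70% but some replicates fall short; inactive means mean inhibition below 70%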
Target sequence (P26447 whole entry, looked up): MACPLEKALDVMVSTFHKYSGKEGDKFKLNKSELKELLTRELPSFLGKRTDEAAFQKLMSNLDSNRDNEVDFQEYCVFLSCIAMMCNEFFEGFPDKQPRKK
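Test system: S100A4 monomer protein. Medium: HEPES buffer with Ca2+, pH 7.2. Reagent: fluorescent myosin IIA peptide, 5 nM. Compound dosing: single-point compound testing. Timing: 5 min between mix addition and reading. Benchmarks: DMSO neutral and TFP positive wells.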
LGR2 antag = Drosophila LGR2 receptor signaling inhibition; inhibition, % at 9.99 µM; 380,000 compounds, 0.35% hits; HEK293 LGR2, CRE-luciferase, bursicon-stimulated, 4 h;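 active means drop in luminescence signal, shown as inhibition above about 50% in the replicate tests, limit read from the data, passing the limit was not always enough; inconclusive means probably only some replicates passing the limit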;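 further: agonist challenge used bursicon conditioned medium at about half maximal strength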
PAX8 reporter = inhibitors of PAX8 transcriptional activity in RMG-I cells | 360,000 compounds, 1.2% hits | RMG-I TPO-luciferase reporter, SteadyGlo, 24 h | inhibition, % at 12.6 µM;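 active means mean replicate inhibition at least 60% with every replicate also reaching 60%; inconclusive means only one of the two criteria is met; inactive means mean below 60% and not all replicates reaching 60%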;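 further: luciferase light reporting Pax8 driven TPO promoter activity; plate controls were median of neutral control wells for no effect and mitoxantrone controls for full effect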
PglD DTNB = inhibitors of Campylobacter jejuni PglD acetyltransferase. inhibition, % at 12.5 µM. purified PglD enzyme, DTNB colorimetric CoA detection. AID 602405. 360,000 compounds, 0.098% hits; in the data active means inhibition above about 16%, passing the limit was not always enough; inconclusive means no clear call, values can overlap the other calls; further: strong numbers were not always called active
EWS-Fli block = blocks EWS/Fli oncoprotein-driven transcription; A673 NR0B1-luciferase reporter, viability-normalised; inhibition, % at 12.6 µM; AID 651661; 350,000 compounds, 0.67% hits;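 active means mean inhibition of at least 50% after viability correction, with every replicate also passing that limit; inconclusive means mean reaches 50% but only one of two replicates passes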;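 further: firefly luciferase signal divided by Alamar Blue viability fluorescence both relative to DMSO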
ERAP1 inh = ERAP1 (human) enzyme inhibition; Q9NZ08; recombinant ERAP1, Leu-AMC fluorescence, 60 min; inhibition, % at 10.7 µM; 340,000 compounds, 0.15% hits; AID 652197;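 active means mean replicate inhibition of at least 30%, or all replicates individually reaching that 30% level; inactive means mean below 30% and not every replicate reaching it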;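 further: 0% = neutral control wells and 100% = L-leucinethiol positive control wells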
Target sequence (Q9NZ08 whole entry, looked up): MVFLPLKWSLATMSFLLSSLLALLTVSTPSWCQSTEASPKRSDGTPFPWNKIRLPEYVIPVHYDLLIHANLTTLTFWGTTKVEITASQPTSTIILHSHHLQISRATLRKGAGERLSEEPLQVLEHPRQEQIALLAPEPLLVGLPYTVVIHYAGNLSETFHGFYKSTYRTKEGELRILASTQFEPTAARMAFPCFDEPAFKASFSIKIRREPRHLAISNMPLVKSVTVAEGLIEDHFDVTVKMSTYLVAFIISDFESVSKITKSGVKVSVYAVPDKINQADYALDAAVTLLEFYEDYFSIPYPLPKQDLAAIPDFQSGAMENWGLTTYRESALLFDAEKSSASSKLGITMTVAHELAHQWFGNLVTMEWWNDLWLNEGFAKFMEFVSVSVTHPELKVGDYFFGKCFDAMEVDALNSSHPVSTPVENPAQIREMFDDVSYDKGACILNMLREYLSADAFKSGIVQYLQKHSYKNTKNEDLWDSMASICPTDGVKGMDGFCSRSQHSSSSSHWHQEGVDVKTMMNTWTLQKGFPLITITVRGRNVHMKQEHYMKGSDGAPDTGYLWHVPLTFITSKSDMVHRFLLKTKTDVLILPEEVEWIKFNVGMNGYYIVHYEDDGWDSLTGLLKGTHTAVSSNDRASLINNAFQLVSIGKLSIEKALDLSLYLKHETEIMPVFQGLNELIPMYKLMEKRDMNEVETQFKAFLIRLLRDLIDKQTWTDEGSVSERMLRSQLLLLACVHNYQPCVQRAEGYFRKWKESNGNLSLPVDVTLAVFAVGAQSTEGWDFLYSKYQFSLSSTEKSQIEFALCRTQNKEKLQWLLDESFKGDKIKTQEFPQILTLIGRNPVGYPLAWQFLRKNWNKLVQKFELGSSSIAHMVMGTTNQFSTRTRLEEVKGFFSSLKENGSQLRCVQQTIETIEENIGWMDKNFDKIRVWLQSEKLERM
PGC1a acetyl inh = lowers PGC1a acetylation signal in U2OS cells; AID 651687; AlphaScreen anti-acetyl-lysine; with virally co-expressed GCN5 acetyltransferase; 350,000 compounds, 0.17% hits; inhibition, % at 15.6 µM;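 active means every replicate shows inhibition of at least 40%; inconclusive means mean inhibition at least 40% but some replicate below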;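 further: 0% = neutral control wells and 100% = positive control wells; some results beyond the cut were filed as inactive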
FN deposit inh = fibronectin deposition inhibition; inhibition, % at 12.6 µM; 350,000 compounds, 0.086% hits; AID 743247; AH1F fibroblasts, Alexa488-fibronectin deposition fluorescence, overnight;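 active means mean inhibition across replicates of 30% or more, regardless of how many single replicates reach that level; inconclusive means mean under 30% yet at least half of replicates reach 30%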;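 further: positive control wells lacked labelled fibronectin entirely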
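Material: AH1F fibroblast monolayer depositing Alexa488-labelled fibronectin into matrix | Input: 10000 AH1F cells/well | Medium: DMEM plus 2% serum, read in PBS | Reagent: Alexa488-fibronectin, 24 nM final in well | Compound dosing: One dose per compound, pinned | Schedule: 1 h adhesion, overnight exposure | Measured by: Fluorescence at 485 nm excitation, 525 nm emission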
An asterisk follows results filed as active; u = inconclusive; x = no result given; & = joins results of further samples. Rows are unselected; 2.1% or so of the library scored in one or more.

item	structure	PglD DTNB	S100A4 inh HTS	ERAP1 inh	LGR2 antag	PAX8 reporter	PGC1a acetyl inh	FN deposit inh	EWS-Fli block
1	CC(CC(=O)Nc1ccc2c(c1)c(=O)n(C)n2Cc1ccc(F)cc1)c1ccccc1 (centres undefined)	-2	1	1	26	-1	-14	-13	-9
2	N#C[C@@H]1[C@H](c2ccccc2C2=CCCCC2)[C@H](CO)N1C(=O)NC1CCCC1	x	131*	1	13	-9	-6	-9	2
3	C[C@@H]1CCCCO[C@@H](CN(C)Cc2ccncc2)[C@H](C)CN([C@H](C)CO)C(=O)c2cc(NC(=O)c3ccncc3)ccc2O1	2	-6	0	-10	-9	-10	-6	x
4	Cc1ccc(CN(C)C(=O)CSc2nnc3n2CCCCC3)c(C)c1	-3	-3	-2	-4	7	x	-6	3
5	S=c1[nH]nc(-c2ccncc2)n1/N=C/C(Cl)=C\c1ccccc1	x	-2	1	-27	-18	x	6	-47
6	O=C(NCC1CCCO1)C(=Cc1cccc([N+](=O)[O-])c1)C(=O)NCC1CCCO1 (centres undefined)	x	-2	3	-6	98*	x	0	0
7	CC1CN(c2ccc([N+](=O)[O-])cc2C#N)CC(C)O1 (centres undefined)	3	0	2	-1	-3	0	7	-7
8	COc1ccc(N2CCN(C(=O)c3oc4c(c3C)C(=O)CCC4)CC2)cc1	8	-4	-2	2	16	x	1	-2
9	COc1ccc(-c2nn(-c3ccccc3)cc2/C=C/C(=O)O)cc1[N+](=O)[O-]	0	1	x	-9	24	4	-2	-8
10	CCNC(=O)C1(C)CCN1Cc1cc(-c2ccccc2)n(C)n1 (centres undefined)	-8	-3	-1	0	1	-2	-6	0
11	COC(=O)c1ccc(NC(=O)CCN2C(=O)CSC2=O)cc1	x	0	1	-19	-33	-2	x	-7
12	Cc1ccccc1-c1ccc([C@H]2[C@@H](CO)N3CCCCN(S(=O)(=O)c4cn(C)cn4)C[C@H]23)cc1	-2	-6	-3	-1	-4	-4	x	x
13	C[C@H](CO)N1C[C@H](C)[C@H](CN(C)C(=O)CC2CC2)Oc2ncc(C#CCC3CCCC3)cc2C1=O	0	2	1	-9	10	4	x	-5
14	O=C(NCc1ccccn1)[C@@H]1CCCN1C(=O)[C@@H]1CCCN1C(=O)c1cccc2ccccc12	x	-1	x	3	9	x	-3	4
15	CON/C=C(\C=Nc1ccc(C(F)(F)F)cc1)c1ncc(C(F)(F)F)cc1Cl	0	x	x	x	14	4	-6	x
16	CCCN(CC(=O)Nc1ccccc1OC)C(=O)CCC(=O)c1ccc(F)cc1	8	-1	3	0	5	-7	1	-7
17	COc1ccc(C(=O)[C@H]2[C@H]3C(=O)N(c4ccc(C)cc4)C(=O)[C@H]3C3C=CC=NN32)cc1 (some centres undefined)	0	-1	x	12	28	0	2	5
18	O=C(c1ccccc1)N1CCN(c2ccc([N+](=O)[O-])c(NCC3CCCO3)c2)CC1 (centres undefined)	2	0	-1	5	11	1	-5	12
19	CCCCn1c(N)c(N(CC(C)C)C(=O)c2cnccn2)c(=O)[nH]c1=O	6	-9	2	-5	-5	-4	5	1
20	COc1cccc(C#Cc2ccc3c(c2)[C@H]2[C@H](CCN2C(=O)c2ccccc2F)[C@H](CO)N3)c1	-2	x	x	0	-2	6	3	1
21	C[C@@H]1CN([C@H](C)CO)C(=O)c2cc(C#CC3CCCCC3)cnc2O[C@H]1CN(C)C(=O)Nc1ccccc1	1	9	2	19	23	-5	-22	3
22	O=C(c1cccc(Br)c1)N1CCCC1	-4	x	x	8	x	10	5	x
23	C[C@H](CO)N1C[C@H](C)[C@@H](CN(C)Cc2ccc(Cl)c(Cl)c2)Oc2ccc(NC(=O)c3ccncc3)cc2CC1=O	3	7	-1	7	0	-4	x	x
24	Cc1c(Cl)cccc1NC(=O)CN1CCN(CCN=CC2=C(O)CC(c3ccccc3)CC2=O)CC1 (centres undefined)	x	2	14	-15	1	8	1	-1
25	COc1cccc(-c2ccc([C@@H]3[C@@H](C#N)N(C(=O)Cc4ccccc4)[C@@H]3CO)cc2)c1	-3	1	4	7	11	-6	-14	2

Some values from above.
S100A4 inh HTS result of compound 13 : 2
EWS-Fli block result of compound 19 : 1
EWS-Fli block result of compound 20 : 1

(next part)
item	structure	PglD DTNB	S100A4 inh HTS	ERAP1 inh	LGR2 antag	PAX8 reporter	PGC1a acetyl inh	FN deposit inh	EWS-Fli block
26	COC(=O)c1ccc(NC(=O)C(=O)N2CCN(C(=S)Nc3cccc(OC)c3)CC2)cc1	2	x	x	0	-3	-10	4	x
27	O=C(C[C@H]1CC[C@@H]2NC[C@H](O)COC[C@H]2O1)NCc1ccc(Oc2ccccc2)cc1	1	-2	1	1	-9	-14	10	6
28	CC(=O)N1[C@H](CO)[C@H]2c3ccccc3N(S(=O)(=O)c3ccccc3)C[C@H]21	-4	-11	0	-9	13	1	x	-2
29	O=C(O)CCN=CC1=C(O)CC(c2ccccc2)CC1=O (centres undefined)	3	5	0	-2	-7	x	4	2
30	O=C(CN1c2cccc3cccc(c23)S1(=O)=O)N1CCN(c2ccc(F)cc2)CC1	x	-6	-5	4	23	12	1	5
31	CCN1CCN(S(=O)(=O)c2ccc(Cl)c(C(=O)N(C)Cc3ccccc3)c2)CC1	-4	u	-4	-12	5	-10	-1	8
32	CO[C@@H]1CN(C)C(=O)c2ccc(NS(=O)(=O)c3ccc(C)cc3)cc2OC[C@H](C)N(C(=O)NC(C)C)C[C@@H]1C	x	x	x	-3	x	13	-3	-1
33	COCCC(=O)N1CCCC(C(=O)c2ccc(C(F)(F)F)cc2)C1 (centres undefined)	0	-1	-2	-30	20	3	2	1
34	Cc1ccc(NC(=O)Nc2ccc(Cl)c(Cl)c2)nc1	-5	-6	-4	2	-67	-3	2	-109
35	CC(C)CC(NC(=O)CNC(=O)C1O[C@@H]2OC(C)(C)O[C@@H]2[C@H]2OC(C)(C)O[C@@H]12)C(=O)O (some centres undefined)	-3	5	-1	-2	-1	x	3	-1
36	COc1ccccc1S(=O)(=O)N1C[C@@H]2N[C@H](C1)C2c1ccc(-c2ccccc2)cc1 (some centres undefined)	x	1&9	0&-1	-12&6	1&10	-4&-6	-4&5	0&2
37	CC(C)NC(=O)Nc1ccc2c(c1)C(=O)N([C@H](C)CO)C[C@@H](C)[C@@H](CN(C)C(=O)C1CCCCC1)OCCCC[C@H](C)O2	x	x	x	2	-3	6	3	-16
38	Cc1ccccc1NC(=O)CSc1nc(-c2ccccc2)cc(=O)[nH]1	8	-1	2	12	9	1	1	14
39	Cc1nc(SCC(=O)NC2CCS(=O)(=O)C2)c2c3c(sc2n1)CCCC3 (centres undefined)	-6	-6	3	-5	6	2	2	6
40	O=C(CSc1ncn[nH]1)N(C1CCCCC1)C1CCCCC1	1	x	x	x	-6	-17	-5	x
41	CCCN1CCC(=NNc2ccc(S(N)(=O)=O)cc2[N+](=O)[O-])CC1	-1	17	6	2	-12	12	4	-10
42	CC(C)CCn1cnc2c1c(=O)[nH]c(=O)n2Cc1ccccc1	2	0	-1	-7	0	7	-3	-15
43	O=C(COC(=O)c1ccccc1-n1cnnn1)c1ccccc1	-9	3	-4	1	-5	8	15	-32
44	CC(=O)N1c2ccc(S(=O)(=O)NCCC(=O)NCc3ccc(Cl)cc3)cc2CC1C (centres undefined)	-1	-5	-1	-4	5	-15	4	3
45	C[C@@H]1CN([C@@H](C)CO)C(=O)c2cc(-c3cccc(C#N)c3)cnc2O[C@@H]1CN(C)C	-1	-29	0	-19	x	8	-2	-1
46	CC(=O)c1ccc(S(=O)(=O)NC2CCSc3ccccc32)cc1 (centres undefined)	6	-8	1	-3	22	x	-3	11
47	O=C(CN1CCCCCC1)NC(c1ccccc1)c1ccccc1	x	3	1	9	10	x	5	14
48	CCn1nc(C)c(CN2CCc3c([nH]c4ccccc34)C2C(C)(C)C)c1C (centres undefined)	x	1	-4	-5	0	-150	10	-6
49	CCC(C)C(NC(=O)c1ccc(Cl)cc1)C(=O)Nc1cccnc1 (centres undefined)	1	-2	-4	9	10	9	-4	10
50	COc1ccc(COc2cc(-c3cccc(OC)c3)nc3ccc(N)cc23)cc1	5	1	-2	-8	46	-10	-13	38

Results in PglD DTNB and PAX8 reporter, for some of the entries so far:
| cpd | molecule | PglD DTNB | PAX8 reporter |
| --- | --- | --- | --- |
| 29 | O=C(O)CCN=CC1=C(O)CC(c2ccccc2)CC1=O (centres undefined) | 3 | -7 |
| 30 | O=C(CN1c2cccc3cccc(c23)S1(=O)=O)N1CCN(c2ccc(F)cc2)CC1 | x | 23 |

Carrying on.
item	structure	PglD DTNB	S100A4 inh HTS	ERAP1 inh	LGR2 antag	PAX8 reporter	PGC1a acetyl inh	FN deposit inh	EWS-Fli block
51	O=C(CN(C(=O)CNC(=O)c1cccs1)c1ccccc1F)NC1CCCC1	0	-2	-1	3	-6	x	-6	9
52	Clc1ccc(CN2CCN(/N=C/c3ccco3)CC2)cc1	-1	-2	-2	x	7	-2	1	1
53	COc1cccc(NC(=O)CSc2nnc(C3CCCCC3)n2N)c1	1	-2	-1	-13	11	0	-2	-5
54	CC(C)N(CC#CCC(O)(c1ccccc1)c1ccccc1)CCO	x	6	-8	-4	15	7	8	3
55	CCCCn1nc2cc(C(=O)NCc3ccc4c(c3)OCO4)ccc2c1OCC	0	-3	7	-14	-6	x	-8	14
56	Cc1ccc(C(=O)N(CC(=O)Nc2ccc(Cl)c(Cl)c2)Cc2ccco2)cc1	-3	x	x	7	6	x	0	x
57	CC(OCC(O)CN(C)CCOc1ccccc1)c1ccc(Cl)cc1 (centres undefined)	-4	2	5	0	6	6	-13	x
58	CN(C)c1nc(NCc2ccccc2)nc(Oc2ccc(=O)[nH]n2)n1	1	x	x	x	-18	5	9	x
59	CC1(C)CC2CC(C)(CN2S(=O)(=O)c2cccc(N)c2)C1 (centres undefined)	4	-1	4	x	2	-19	-9	x
60	O=C(O)c1cc2c(cn1)[nH]c1ccccc12	9	3	-17	-5	-5	-2	3	6
61	Cn1ncc(N=Cc2ccc([N+](=O)[O-])cc2)c1C(=O)Nc1ccccc1	x	-1	-3	3	4	-8	0	-6
62	NC(=O)c1ccccc1NC(=O)CC12CC3CC(CC(C3)C1)C2	2	-4	3	-7	-8	-26	2	16
63	Cc1cc(F)ccc1-c1cc(C(=O)Nc2ccccc2)[nH]n1	0	3	-12	-58	-269	8	-2	-47
64	Brc1ccc(-c2ncc3ccccn23)cc1	-3	3	1	-24	-29	-12	-19	-43
65	O=C(NCCc1ccncc1)c1ccc2nc(Cc3cccc(Cl)c3)oc2c1	-3	-1	1	-6	-1	1	1	x
66	CC(OC(=O)c1ccc(F)c(S(=O)(=O)N2CCOCC2)c1)C(=O)NC1CCCC1 (centres undefined)	x	-2	-1	10	-15	x	4	-2
67	O=C(C[C@H]1CC[C@@H]2[C@H](COC[C@H](O)CN2C(=O)c2cnccn2)O1)NCc1ccc(F)cc1	-1	6	-2	3	0	4	-17	1
68	COc1ccccc1N1CCN(C(=O)Cn2c(=O)oc3cc(S(=O)(=O)N4CCCC4)ccc32)CC1	x	-2	-5	17	19	-13	-1	1
69	C[C@@H]1CN([C@@H](C)CO)C(=O)c2cc(NC(=O)Nc3ccccc3)ccc2O[C@@H](C)CCCCO[C@@H]1CN(C)C(=O)Nc1ccc2c(c1)OCO2	2	-13	-1	5	-13	11	9	-32
